# uPA generation: blocks generation of uPA at the cell surface; cell surface uPA generation assay, qHTS; Potency, µM (series often up to 38.3 µM), without a hit: at the top dose activity change, negative = inhibition, actives largely listed as inhibitors; 330,000 tested, 0.31% active; active means well fitted inhibition curve with a large enough effect; inconclusive means small, poorly fitted or top-dose-only effect; inactive means no such curve, though single readings can be large or run the other way; tested in mouse RAW 264.7 cells; further: potency means the concentration at half of the fitted maximal effect; nearly all actives have a fitted effect of over 55% in size
# Eya2 phos inh: blocks the phosphatase activity of human Eya2; O00167; recombinant Eya2, OMFP fluorescence dephosphorylation (OMFP is methylfluorescein phosphate); Potency, µM (top dose mostly 76.9 µM), for inactives: at the top dose activity, negative = inhibition, actives largely listed as inhibitors; 330,000 tested, 0.006% active; AID 488837; further: potency means the concentration at half of the fitted maximal effect
#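 Eya2 protein (added as 0.2 uM solution) was preincubated with compound for 10 min at ambient temperature in 50 mM HEPES pH 7.5, 50 mM NaCl, 5 uM MgCl2, 0.05% BSA, 1 mM DTT. OMFP (added at 50 uM) then reacted 10 min; fluorescence read at 485/525 nm.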
# B2AR arrestin: agonists driving beta-arrestin recruitment to human beta2-adrenergic receptor; P07550; beta-arrestin recruitment to beta2AR, cell-based reporter; Potency, µM (series often up to 46.1 µM), without a hit: top-dose activation, usual class: activators; 330,000 tested, 0.02% active; AID 492947;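 further: potency means the concentration at half of the fitted maximal effect; 0% = DMSO controls and full agonism = EC100 isoproterenol or metaproterenol; nearly all actives have a fitted effect of over 65% in size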
# BCR signal inh: inhibitors of chronic active B-cell receptor signaling | ABC-DLBCL IkBa-CBG/CBR reporter, luminescence ratio, 4 h | Potency, µM (doses to about 46.1 µM), inactives show at the top dose ratio change, negative = lower green/red ratio, most hits filed as inhibitors | 340,000 tested, 0.05% active; active means well fitted inhibition curve with a large enough effect in the signal ratio, with a control signal flat, not every such curve was filed as active; inconclusive means small, poorly fitted or top-dose-only effect, or effect the other way, or a change in a side signal; the % refers to the signal ratio;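 further: potency means the concentration at half of the fitted maximal effect; plate controls were basal doxycycline-induced cells for no effect and cells given 10 µM MG132 for full effect; MG132 reads +100%, hits lower the ratio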
#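 TMD8 ABC-DLBCL cells carrying doxycycline-inducible green luciferase fused to IkappaBalpha plus unfused red luciferase were exposed to compounds (up to 46 uM) for 4 hrs at 37C. Activity came from the overlap-corrected green/red luminescence ratio.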
# KCNH2 WT inh: blocks the wildtype human KCNH2 potassium channel | AID 720551 | 340,000 tested, 0.37% active | activity change, % at 1.84 µM | U2OS, BacMam KCNH2, thallium flux FluxOr; active compounds read low | Q12809;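 active means maximum activity change below -70%; inconclusive means maximum activity change between -70% and -50%; inactive means maximum activity change above -50%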
# Target sequence (Q12809 whole entry, looked up): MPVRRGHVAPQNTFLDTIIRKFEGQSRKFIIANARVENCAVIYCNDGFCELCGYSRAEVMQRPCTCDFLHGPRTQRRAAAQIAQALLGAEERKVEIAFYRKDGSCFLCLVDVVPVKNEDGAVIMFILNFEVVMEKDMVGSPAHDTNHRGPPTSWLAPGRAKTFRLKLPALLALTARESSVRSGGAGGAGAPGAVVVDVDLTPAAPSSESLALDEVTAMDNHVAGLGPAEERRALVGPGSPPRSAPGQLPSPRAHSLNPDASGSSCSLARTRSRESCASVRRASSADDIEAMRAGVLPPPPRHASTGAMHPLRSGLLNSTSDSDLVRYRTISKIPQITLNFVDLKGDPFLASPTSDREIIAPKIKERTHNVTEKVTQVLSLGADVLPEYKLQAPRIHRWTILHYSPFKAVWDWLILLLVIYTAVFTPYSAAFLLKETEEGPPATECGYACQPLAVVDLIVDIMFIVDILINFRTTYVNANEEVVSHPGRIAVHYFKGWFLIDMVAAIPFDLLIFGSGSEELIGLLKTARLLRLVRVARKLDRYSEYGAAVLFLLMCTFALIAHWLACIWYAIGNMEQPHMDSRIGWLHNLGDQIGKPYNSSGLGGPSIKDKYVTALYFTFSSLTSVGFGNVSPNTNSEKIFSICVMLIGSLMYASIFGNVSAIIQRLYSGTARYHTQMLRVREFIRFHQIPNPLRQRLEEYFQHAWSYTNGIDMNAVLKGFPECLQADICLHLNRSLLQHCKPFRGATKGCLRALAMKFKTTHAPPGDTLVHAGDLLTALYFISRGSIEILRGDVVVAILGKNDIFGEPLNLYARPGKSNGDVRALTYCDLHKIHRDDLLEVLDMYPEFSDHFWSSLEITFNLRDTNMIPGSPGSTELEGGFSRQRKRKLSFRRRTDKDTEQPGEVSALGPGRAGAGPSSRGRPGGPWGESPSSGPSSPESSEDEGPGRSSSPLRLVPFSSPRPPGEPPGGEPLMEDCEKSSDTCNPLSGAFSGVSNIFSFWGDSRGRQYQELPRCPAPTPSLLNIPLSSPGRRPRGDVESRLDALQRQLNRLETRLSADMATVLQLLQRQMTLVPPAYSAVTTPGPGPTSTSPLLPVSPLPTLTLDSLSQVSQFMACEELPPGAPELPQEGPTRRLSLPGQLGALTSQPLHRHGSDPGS
#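 U2OS cells transduced with wild-type KCNH2 virus are loaded with FluxOr dye for 45 min, and thallium flux is measured in kinetic reads before and after stimulation buffer. Rate constants are normalized to DMSO controls.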
# KCNH2 3.1 inh: blocks the human KCNH2 3.1 channel isoform | U2OS KCNH2 3.1, thallium flux FluxOr; active compounds read low | activity change, % (tested at about 1.8 µM) | 340,000 tested, 0.95% active | AID 720553;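 active means maximum activity change below -70%; inconclusive means maximum activity change from -70% to -50%; inactive means maximum activity change above -50%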;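 further: thallium influx rate constant from kinetic fluorescence after stimulation buffer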
#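 U2OS cells transduced with KCNH2 3.1 mutant virus (1.77 x 10^8 /mL, 4 h), plated overnight at 37 C, loaded 45 min with FluxOr dye plus Red40 quencher. Thallium flux rate constant from kinetic reads after stimulation buffer, normalised to controls.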
# USP2a block: USP2a (human) protease inhibition; O75604; USP2 core, Ub-CHOP2 coupled fluorogenic reporter, 485/531; Potency, µM (top dose mostly 38.3 µM), without a hit: at the top dose activity change, negative = inhibition, actives largely listed as inhibitors; 330,000 tested, 0.01% active;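 further: potency means the concentration at half of the fitted maximal effect; plate controls were DMSO wells for no effect and full inhibition by NEM control for full effect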
#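 Deubiquitinase activity read as fluorescence (485/531 nm) after Ub-CHOP2 cleavage activates the enterokinase reporter on its substrate; USP2 core 10nM, Ub-CHOP2 and substrate 25nM each, 30min compound preincubation then 60min RT; data normalized to NEM, curves fitted.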
# Giardia killer: Giardia lamblia killing; Giardia lamblia trophozoite viability; activity change, % at 7.66 µM, hits read low; 340,000 tested, 0.15% active; AID 540267; in the data active means activity change below about -80%; inconclusive means between about -30% and that limit;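 further: parasites exposed to compound for two days anaerobically before the ATP read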
#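 Compounds were tested on trophozoites seeded at 100 cells/well and held 48 hrs at 37 deg C anaerobically. An ATP-based luminescent kit measured the remaining live cells.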
# PKM2 activator: activators of human pyruvate kinase M2; P14618; purified PKM2, Kinase-Glo ATP luminescence, activation; response scale: 0% is enzyme alone, no compound; Potency, µM (doses to about 57.5 µM), inactives show at the highest dose activation, hits mostly activators; 260,000 tested, 0.34% active; further: potency means the concentration at half of the fitted maximal effect; nearly all actives have a fitted effect of over 55% in size
#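 ATP formation by purified human PK-M2, quantified via coupled luciferase luminescence after 1 h at room temperature with 0.1 mM ADP and 0.5 mM PEP final.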
# GALK inhibitor: inhibitors of human galactokinase | 270,000 tested, 0.007% active | Potency, µM (doses to about 57.5 µM), for inactives: top-dose activity change, negative = inhibition, most hits filed as inhibitors | Purified GALK, Kinase-Glo residual ATP luminescence | P51570; further: potency means the concentration at half of the fitted maximal effect
#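 GALK at 5 nM final was combined with compound, 35 uM ATP and 100 uM galactose in HEPES pH8.0 with MgCl2 and DTT. The reaction ran one hour at room temperature before luminescent ATP detection.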
# FBPA coupling cs: inhibits coupling enzyme system, counter-screen for aldolase hits; activity change, negative = inhibition, % at 58.2 µM, hits read low; 290,000 tested, 0.67% active; coupling enzyme system counterscreen, AmpLite Red fluorescence; AID 2472; in the data active means activity change below about -30%
#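 Fluorescence at 525 nm excitation and 598 nm emission measured inhibition of the coupled detection system without aldolase. Compounds (at 57.5 uM final) were preincubated 10 min at room temperature with coupling enzyme reagent before a 20 min substrate/AmpLite Red step.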
# Starred values were filed as active, the others as inactive; i = inactive; ? = inconclusive; / = no result given; [ ] = dose if it differs, or a comment. Unless noted, the call rests on the fitted dose curve; in most records, active means well fitted curve in the direction sought with a large enough effect; inconclusive means small, poorly fitted or top-dose-only effect, or another doubt; inactive means no such curve, though single readings can be large; an effect the other way counts as inactive or inconclusive. Unless noted, on the % scale 0 is the no-effect control and ±100 the full control effect.
no.	mol	uPA generation	Eya2 phos inh	B2AR arrestin	BCR signal inh	KCNH2 WT inh	KCNH2 3.1 inh	USP2a block	Giardia killer	PKM2 activator	GALK inhibitor	FBPA coupling cs
1	CC1(C)CC2(CCO1)N1CC3(C)CN2CC(C)(C1)C3O (configuration not stated)	1%	12%	-1.2%	-1%	-3	-2	0%	6	-7%	-2%	-3
2	CCCCN(C)/C=N/c1c(C#N)cnn1-c1ccc(C)cc1	/	0%	0.1%	11%	-15	6	3%	17	0%	0%	-1
3	CC(=O)Nc1ccc(NCN2C(=O)[C@@H]3[C@H]4CC[C@H](C4)[C@@H]3C2=O)cc1	3%	3%	-0.5%	?	2	5	1%	3	-5%	-2%	3
4	Cc1ccc(C)c(OCCC(=O)OCC(=O)N2CCN(S(=O)(=O)c3ccc(Cl)cc3)CC2)c1	10µM*	-2%	-0.2%	?	1	2	0%	3	/	/	/
5	CC(C)c1ccc(NC2=NCC(=O)N2Cc2cccs2)cc1	4%	2%	0.3%	?	6	-3	6%	14	7%	5%	0
6	CC(C)CCNC(=O)C(c1ccco1)N(C(=O)Cn1nnc2ccccc21)c1ccc2c(c1)OCO2 (configuration not stated)	-4%	7%	-2.0%	16%	-9	-13	0%	-1	-2%	0%	2
7	COCCn1c(SCC(=O)NC(=O)NCc2ccccc2)nc2ccccc2c1=O	-12%	-6%	0.0%	4%	0	-7	4%	-5	/	/	/
8	COc1nc(Cc2ccc(Cl)cc2)nc2ccccc12	-1%	-21%	-0.6%	-14%	i	-6	0%	20	-1%	0%	-1
9	O=C(Nc1cc(C(F)(F)F)ccc1N1CCCC1)c1cccnc1	3%	1%	0.3%	1%	5	3	-1%	26	-5%	-1%	1
10	CCn1c(CNC(=O)C23CC4CC(CC(C4)C2)C3)nnc1SCC(=O)Nc1nnc(C)s1	-8%	-1%	-0.1%	19%	1	13	6%	4	0%	4%	5
11	COc1ccc(Cn2c(=O)[nH]c3cc(C(=O)N4CCN(c5ccc(OC)cc5)CC4)ccc3c2=O)cc1	14%	1%	0.2%	3%	-19	2	2%	-1	-4%	0%	-4
12	CCOc1ccc(-c2nnn(CC(=O)Nc3cccc(OC)c3)n2)cc1OCC	-4%	2%	-0.7%	?	3	0	-1%	20	3%	0%	-2
13	O=C(Cn1c2c(c(=O)n3ncnc13)CCC2)N/N=C/c1ccc(Cl)cc1	11%	-7%	-0.7%	1%	-3	-9	0%	23	-2%	5%	0
14	Cc1cc(C)n(CCC(=O)N=Nc2c(O)[nH]c3ccc(Br)cc23)n1	17%	12%	2.5%	?	-4	0	0%	-22	0%	-3%	-7
15	CCCn1c(N)c(C(=O)CSc2nnc(Cc3cccs3)n2C2CC2)c(=O)n(C)c1=O	12%	18%	-0.7%	-6%	-7	6	-2%	-24	/	/	/
16	Cc1ccc(NC(=O)CCC(=O)NNC(=S)Nc2ccccc2)c(C)c1	-1%	-8%	-0.1%	-6%	1	23	1%	0	-5%	1%	0
17	COc1ccc(Cl)cc1NC(=O)CN1CCC(NC(=O)C2CC2)CC1	2%	2%	-0.1%	-3%	7	13	1%	-10	1%	8%	1
18	Cc1ccc(CN2CCN(/N=C/c3cccnc3)CC2)c(C)c1	0%	-3%	-0.5%	-1%	i	-25	-2%	20	12%	2%	4
19	CC(C)Oc1ccc(/C=N/NC(N)=S)cc1	-12%	-20%	16µM*	?	-18	7	2%	-16	1%	-3%	-1
20	Cc1nc(C)n(CC(O)COc2ccc3ccccc3c2)n1 (configuration not stated)	/	-14%	-1.6%	1%	3	3	1%	-16	-4%	-1%	0

# Next part, starting with the last six of the part before.
no.	mol	uPA generation	Eya2 phos inh	B2AR arrestin	BCR signal inh	KCNH2 WT inh	KCNH2 3.1 inh	USP2a block	Giardia killer	PKM2 activator	GALK inhibitor	FBPA coupling cs
15	CCCn1c(N)c(C(=O)CSc2nnc(Cc3cccs3)n2C2CC2)c(=O)n(C)c1=O	12%	18%	-0.7%	-6%	-7	6	-2%	-24	/	/	/
16	Cc1ccc(NC(=O)CCC(=O)NNC(=S)Nc2ccccc2)c(C)c1	-1%	-8%	-0.1%	-6%	1	23	1%	0	-5%	1%	0
17	COc1ccc(Cl)cc1NC(=O)CN1CCC(NC(=O)C2CC2)CC1	2%	2%	-0.1%	-3%	7	13	1%	-10	1%	8%	1
18	Cc1ccc(CN2CCN(/N=C/c3cccnc3)CC2)c(C)c1	0%	-3%	-0.5%	-1%	i	-25	-2%	20	12%	2%	4
19	CC(C)Oc1ccc(/C=N/NC(N)=S)cc1	-12%	-20%	16µM*	?	-18	7	2%	-16	1%	-3%	-1
20	Cc1nc(C)n(CC(O)COc2ccc3ccccc3c2)n1 (configuration not stated)	/	-14%	-1.6%	1%	3	3	1%	-16	-4%	-1%	0
21	CCn1cnc2c1c(=O)n(CC(=O)Nc1ccc3c(c1)OC(F)(F)O3)c(=O)n2Cc1ccccc1	3%	3%	-1.6%	-8%	2	-3	-5%	-6	-1%	0%	-1
22	COc1ccc(/C=C(\C#N)C(=O)Nc2ccc3[nH]c(=O)[nH]c3c2)cc1	13%	-14%	-0.1%	-11%	7	-1	-10%	43[activator]	-3%	6%	3
23	C/C(=N\NC(=O)c1cccc2ccccc12)c1cccs1	6%	-5%	-0.1%	-6%	-7	27	-3%	8	2%	-1%	-12
24	COc1cccc(CN2CCC(C(=O)N3CCN(Cc4ccc5c(c4)OCO5)CC3)CC2)c1OC	-5%	4%	0.2%	0%	3	22	-1%	6	8%	8%	/
25	COc1ccc(NS(=O)(=O)c2cc(Br)cc3c2N(C(C)=O)CC3)cc1	-25%	-24%	0.4%	?	-5	-2	0%	1	3%	13%	-3
26	CCCOC(=O)c1ccc(Oc2cn[nH]c2-c2ccc(OC)cc2O)cc1	5%	-9%	0.0%	-1%	-8	/	1%	-3	2%	0%	-4
27	CC(NC(=O)Nc1ccccn1)N1C(=O)C2C3C=CC(C3)C2C1=O (configuration not stated)	-2%	0%	-0.1%	0%	7	2	0%	-20	2%	-2%	1
28	CCCCCSc1nnc2c(n1)OC(C)N(C(C)=O)c1ccccc1-2 (configuration not stated)	-11%	-35%	-0.1%	4%	7	5	-1%	-11	-11%	1%	1
29	Cc1cccc(-c2nc(N)nc(N)n2)c1	-1%	-7%	-0.3%	11%	5	-5	2%	13	-5%	5%	1
30	COc1ccc(/C=N/NC(=O)CC(=O)NC2CCCCC2)cc1	-3%	0%	-0.2%	-17%	1	15	1%	?	-14%	6%	1
31	COc1ccc(NS(=O)(=O)c2ccc(S(=O)(=O)N3CCOCC3)cc2)cc1	-1%	-16%	-0.2%	-3%	11	3	3%	-3	0%	8%	2
32	CN(C)C=NC1=NN(c2cccc(C(F)(F)F)c2)CC1	5%	3%	-0.1%	?	-12	-4	1%	-4	0%	0%	0
33	Cc1nnc(SCc2c(Cl)cccc2[N+](=O)[O-])s1	-3%	6%	-0.1%	-1%	i	-15	4%	1	8%	3%	1
34	O=C(COC(=O)C1(c2ccccc2F)CCCC1)NC1CCS(=O)(=O)C1 (configuration not stated)	-8%	7%	0.0%	-12%	12	7	2%	8	0%	0%	1
35	O=C(c1ccccc1)c1cccn1CC(=O)N1CCc2ccccc2C1	4%	-2%	0.0%	-16%	-2	0	4%	-9	0%	-1%	3
36	CC(=O)c1ccc(N2CCN(C(=S)Nc3ccc(Oc4ccccc4)cc3)CC2)cc1	-11%	-4%	-0.1%	-7%	3	-30	-7%	-18	12%	14%	-1
37	Cc1ccc(C)c(CN2CCC(CNC(=O)CCc3nnc4ccc(N5CCC(C)CC5)nn34)CC2)c1	?	0%	0.2%	1%	13	4	-2%	19	/	-3%	/
38	CN(C)CCCN(Cc1cc2cc3c(cc2[nH]c1=O)OCO3)C(=S)Nc1cccc(Cl)c1	-2%	-4%	-0.9%	?	-2	-7	2%	6	4%	-2%	1
39	CC(Oc1ccc(Cl)cc1Cl)C(=O)NCCCN1CCOCC1 (configuration not stated)	-4%	9%	3.2%	-4%	-4	18	-1%	-10	-3%	1%	-2
40	COc1ccc(C)cc1S(=O)(=O)Nc1cccc(C)c1	-4%	5%	-0.2%	-2%	0	3	1%	3	8%	0%	5
41	COc1ccc(NC(=O)C2CCCN(c3nn4c(=O)cc(C)nc4s3)C2)c(OC)c1 (configuration not stated)	0%	-10%	0.2%	-9%	-7	5	4%	7	/	-1%	1

# Compound activity as filed in PubChem BioAssay.

# An unsorted share of the library; overall some 2.4% were active at least once.
